Screening results: PubChem BioAssay, National Center for Advancing Translational Sciences (NCATS)
Akt phos inh: Akt phosphorylation inhibition; Neuro2A IGF-stimulated pAkt S473 HTRF, 20 min; hits give low values; activity change, % for hits at 50 µM; 0.32% of 360,000 active; in the data active means activity change below about -80%; inconclusive means mostly about -51% to -80%; further: on the % scale 0 is the no-effect control and ±100 the full control effect
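Neuro2A cells in DMEM with 0.5% FBS, overnight at 37 deg C, given compound at single 50 µM final, then IGF (6 nM final) for 20 min at 37 deg C. Lysed; phospho-Akt Ser473 by HTRF after 24 h, 665/615 ratio.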
EPAC2 ag: EPAC2 (human) agonism. Q8WZA2. EPAC2 activation, biochemical qHTS; response scale: 100% = 6.5 mM cAMP response. Potency, µM (series often up to 154 µM), for inactives: top-dose activation, actives largely listed as activators. 0.079% of 360,000 active; further: potency means the concentration at half of the fitted maximal effect; nearly all actives have a fitted effect of over 50% in size
Target sequence (Q8WZA2 whole entry, looked up): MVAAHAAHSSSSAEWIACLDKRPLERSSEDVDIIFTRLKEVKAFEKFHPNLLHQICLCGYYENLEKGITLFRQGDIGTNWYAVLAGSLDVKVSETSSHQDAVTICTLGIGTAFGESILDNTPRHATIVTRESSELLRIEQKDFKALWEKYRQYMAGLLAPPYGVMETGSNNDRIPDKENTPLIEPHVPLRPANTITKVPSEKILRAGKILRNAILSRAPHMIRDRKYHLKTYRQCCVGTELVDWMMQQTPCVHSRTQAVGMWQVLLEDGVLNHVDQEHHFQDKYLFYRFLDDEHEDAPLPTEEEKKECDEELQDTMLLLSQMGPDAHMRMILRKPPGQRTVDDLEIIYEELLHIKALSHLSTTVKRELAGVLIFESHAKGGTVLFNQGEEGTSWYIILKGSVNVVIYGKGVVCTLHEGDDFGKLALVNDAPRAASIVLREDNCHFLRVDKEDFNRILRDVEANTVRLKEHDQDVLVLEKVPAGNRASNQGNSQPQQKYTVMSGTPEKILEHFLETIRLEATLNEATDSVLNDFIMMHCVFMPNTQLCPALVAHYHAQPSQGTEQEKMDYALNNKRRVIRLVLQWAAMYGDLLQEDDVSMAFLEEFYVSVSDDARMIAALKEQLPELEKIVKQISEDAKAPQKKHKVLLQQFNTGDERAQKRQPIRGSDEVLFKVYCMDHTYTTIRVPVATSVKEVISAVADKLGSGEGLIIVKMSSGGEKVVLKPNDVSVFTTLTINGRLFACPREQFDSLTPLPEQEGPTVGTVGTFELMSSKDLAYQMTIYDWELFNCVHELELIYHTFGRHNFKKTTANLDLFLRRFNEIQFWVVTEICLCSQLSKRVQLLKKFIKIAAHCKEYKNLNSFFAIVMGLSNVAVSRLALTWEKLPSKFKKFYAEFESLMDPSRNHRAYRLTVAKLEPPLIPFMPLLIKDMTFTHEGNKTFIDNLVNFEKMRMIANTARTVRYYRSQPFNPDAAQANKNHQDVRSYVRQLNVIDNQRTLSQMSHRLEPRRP
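Setup: EPAC2 100 nM, labeled Rap1B complex 250 nM, free GDP 50 uM. Compound titrations pinned in, brief spin, 5 min room temperature incubation. Kinetic fluorescence read over 30 min, normalized to 6.5 mM cAMP.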
Mm-Cpn inhibitor: M. maripaludis TRiC chaperonin inhibition | Potency, µM (highest dose often 76.9 µM), for inactives: top-dose activity, negative = inhibition, usual class: inhibitors | purified Mm-Cpn ATPase, ADP Transcreener TR-FRET | 0.031% of 330,000 active; further: potency means the concentration at half of the fitted maximal effect; on the % scale 0 is the no-effect control and ±100 the full control effect; nearly all actives have a fitted effect of over 80% in size
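Purified archaeal Mm-CPN (25nM final) preincubated 10 min at 37degC with compound, then 10uM ATP for 30 min at 37degC; ADP measured by HTRF Transcreener TR-FRET; buffer 30 mM TRIS pH 7.4, 100mM KCl, 5mM MgCl2, 1mM DTT.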
A549 tox: counter-screen for Nrf2 inhibitors: cytotoxicity in A549 cells. Potency, µM (highest dose often 46 µM), for inactives: at the highest dose activity change, negative = cytotoxicity, hits mostly inhibitors. 0.16% of 390,000 active. A549 ARE-Fluc cells, CellTiter-Fluor viability, 18-24 h; further: potency means the concentration at half of the fitted maximal effect; on the % scale 0 is the no-effect control and ±100 the full control effect
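A549 ARE_Fluc cells in 5% FBS OPTI-MEM were exposed to compounds in concentration-response for 18-24 h at 37 deg C. Viability was read by CellTiter-Fluor fluorescence (Ex 405/Em 525) after 30 min, before the luciferase read.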
Nrf2 ARE act: activates Nrf2 signaling | AREc32 ARE-luciferase reporter (MCF7-derived line), luminescence, 24 h | Potency, µM (doses to about 46.1 µM), for inactives: at the top dose activation, usual class: activators | 0.31% of 410,000 active; further: potency means the concentration at half of the fitted maximal effect; % of control where 0% means no effect; nearly all actives have a fitted effect of over 65% in size
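Cells of the AREc32 ARE-luciferase line are plated in OPTI-MEM containing 5% FBS and left overnight at 37 deg C. Compounds are pinned in, incubation continues 24 hr, and firefly luciferase signal is then measured.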
TGFb SMAD3 inh: blocks TGF-b signaling | HepG2 CAGA-GFP TGF-b/SMAD3 reporter, GFP fluorescence, 18 h; TGF-beta stimulated, 500 pg/mL final | Potency, µM (titrated, usually from 46.1 µM), for the others: top-dose activity, negative = inhibition, usual class: inhibitors | 1.2% of 410,000 active | AID 588855; further: potency means the concentration at half of the fitted maximal effect; on the % scale 0 is the no-effect control and ±100 the full control effect; nearly all actives have a fitted effect of over 65% in size
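Per well, imaged GFP fluorescence of HEPG2 CAGA-GFP cells gives the signal; cells get compound, then TGF-beta (500 pg/mL final), 18 h at 37 degrees C; %Activity versus -TGF-beta and +DMSO controls.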
EPAC2 antag: blocks human EPAC2 exchange factor; Q8WZA2; 0.18% of 360,000 active; Potency, µM (top dose mostly 114 µM), inactives show at the top dose activity, negative = inhibition, actives largely listed as inhibitors; EPAC2 GEF exchange of Rap1B-BODIPY-GDP, fluorescence; AID 720708; further: potency means the concentration at half of the fitted maximal effect; on the % scale 0 is the no-effect control and ±100 the full control effect; nearly all actives have a fitted effect of over 45% in size; many of its hits are not listed in these tables
Nrf2 inh: Nrf2 pathway inhibition; A549 ARE-Fluc reporter, luciferase luminescence, 18-24 h; Potency, µM (doses to about 46 µM), for the others: at the top dose activity change, negative = inhibition, usual class: inhibitors; 2.1% of 360,000 active; AID 504444; further: potency means the concentration at half of the fitted maximal effect; on the % scale 0 is the no-effect control and ±100 the full control effect; nearly all actives have a fitted effect of over 60% in size
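Nrf2 function is reported as luminescence of an ARE-controlled luciferase in A549 cells. Compounds were tested at several concentrations, and a CellTiter-Fluor read on the same wells flagged cytotoxicity.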
CCT modulator: modulators of cytosolic chaperonin (CCT/TRiC) activity; purified chaperonin ATPase assay, HTRF ADP detection, 30 min; activity change, % (test concentration not listed), hits read low; 0.3% of 360,000 active; in the data active means activity change below about -30%; further: on the % scale 0 is the no-effect control and ±100 the full control effect
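First, chaperonin was dispensed at 40 nM or 20 nM final depending on batch activity. Next, compounds were pinned at 76 uM and ATP added at 10 uM. After 30 min at 37 °C, ADP detection reagents ran 30 min at ambient temperature.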
* = called active by the depositor; i = inactive; ? = inconclusive; . = not tested or not shown; [ ] = dose if it differs, or a comment. Unless noted, the call rests on the fitted dose curve; in most records, active means well fitted curve in the direction sought with a large enough effect; inconclusive means small, poorly fitted or top-dose-only effect, or another doubt; inactive means no such curve, though single readings can be large; an effect the other way counts as inactive or inconclusive.

structure	Mm-Cpn inhibitor	CCT modulator	Akt phos inh	Nrf2 inh	Nrf2 ARE act	EPAC2 ag	A549 tox	TGFb SMAD3 inh	EPAC2 antag
C/C(=N\NC(=O)c1cc(-c2ccc(Br)s2)[nH]n1)c1ccncc1	-2%	-1.4	i	?	5.4%	13%	3%	7%	-4%
Cc1cc2cc(NC(=O)c3ccco3)ccc2[nH]1	-3%	-7.1	i	6%	-0.4%	7%	6%	4%	3%
COc1cccc(C2C3=C(CCCC3=O)Nc3[nH]n(-c4ccccc4)c(=O)c32)c1 (configuration not stated)	-14%	-2.0	i	26%	-0.1%	2%	-6%	-2%	-5%
COc1ccc(NC(=O)COC(=O)CC2CC3CCC2C3)c([N+](=O)[O-])c1 (configuration not stated)	3%	-1.2	i	4%	3.7%	-4%	0%	3%	4%
CC(=O)Nc1cc(C)nn1-c1nc2ccccc2s1	-1%	-20	i	?	?	-7%	1%	26%	6%
CC(=O)Nc1ccc(S(=O)(=O)NCCC(=O)NCCOc2ccccc2)cc1	-6%	0.1	i	4%	-0.7%	7%	-5%	1%	0%
CCCCOC(=O)/C(C#N)=C/c1ccc(-c2ccc(Br)cc2)o1	.	.	.	11%	3.5%	.	2%	-9%	.
Cc1ccc(Cn2c(=O)n(CCCCC(=O)NCCc3ccc(Cl)cc3)c(=O)c3ccccc32)cc1	.	.	.	-11%	0.0%	.	-5%	-9%	.
Cc1ccc(NC(=S)NNC(=O)CSc2nnc(-c3ccc(Cl)cc3)n2C2CCCCC2)cc1	2%	-1.8	i	-21%	0.1%	-18%	-5%	-1%	-7%
Cc1ccccc1CN(C)C1CCN(C)CC1	1%	-4.7	i	4%	-0.8%	3%	-3%	25%	4%
Cn1c(=O)c2c(ncn2CC(N)=O)n(C)c1=O	1%	-3.6	i	?	-0.7%	5%	-4%	-1%	-3%
COc1cc(Cl)c(CNC[C@H]2O[C@@H](n3cnc(C(N)=O)n3)[C@H](O)[C@@H]2O)c(Cl)c1O	.	1.1	i	-3%	-0.8%	-2%	-9%	0%	16%
Cc1cccc(CCN(Cc2cc3cccc(C)c3[nH]c2=O)C(=O)N2CCOCC2)c1	0%	0.6	i	0%	-0.2%	2%	23%	0%	2%
COc1ccc([N+](=O)[O-])cc1NC(=O)c1cncc(Br)c1	1%	0.5	i	9%	?	6%	-2%	-1%	2%
Cc1cccc(OC(=O)Nc2ccc(C(=O)O)c(O)c2)c1	.	-0.9	i	.	1.4%	5%	.	-6%	?
CC1CCC(NC(=O)c2cc(S(=O)(=O)N(C)C)ccc2N2CCCC2)CC1 (configuration not stated)	-3%	-0.6	i	?	3.1%	21%	-3%	7%	-5%
c1ccc(CNc2cnccn2)cc1	0%	-1.4	i	.	-1.0%	0%	-5%	5%	6%
COc1ccc(OC)c(NC(=O)CCC(=O)Oc2ccc(C)cc2)c1	-1%	1.1	i	4%	0.0%	5%	0%	-19%	0%
O=C(NCC(c1ccco1)N1CCOCC1)C1CCCCC1 (configuration not stated)	0%	2.6	i	-8%	0.3%	8%	-4%	10%	0%
O=C(Nc1ccc(Br)c2cccnc12)c1ccc(Cn2cc(Cl)cn2)o1	0%	-0.6	i	6%	2.6%	1%	-1%	0%	8%
CC(C)CCNC(=S)Nc1ccccc1F	1%	-1.8	i	-2%	3.8%	3%	0%	-14%	22%
COCCNC(=O)C1(C)CCCN(C(=O)c2ccc(OC)c(OC)c2)C1 (configuration not stated)	.	0.7	i	.	-0.9%	4%	.	9%	-1%
O=C(CSc1nnc(C2CC2)n1Cc1ccccc1)c1cc2ccccc2o1	-14%	1.3	i	?	0.8%	6%	-6%	?	11%
O=C(COc1c(F)c(F)c(C(F)(F)F)c(F)c1F)Nc1ccc(N2CCOCC2)c(Cl)c1	1%	2.4	i	?	12%	-12%	1%	?	-18%
COc1cccc(C2Nc3ccccc3C(=O)N2Cc2ccccc2)c1 (configuration not stated)	.	-3.1	i	9%	3.0%	14%	-2%	-1%	-18%
COc1ccc(CNc2ccccn2)c(O)c1	1%	0.4	i	6%	0.3%	22%	1%	?	8%
COc1ccccc1C(=O)NCCC(=O)N1CC(=O)Nc2ccccc21	2%	-2.4	i	-1%	-0.6%	13%	13%	4%	-3%
Cc1nn(-c2ccccc2)c2nc(Cl)c(C(=O)O)cc12	-4%	0.9	i	-1%	0.0%	-3%	0%	1%	2%
Cc1ccccc1NC(=S)NC1CC2CCC(C1)N2Cc1ccco1 (configuration not stated)	1%	-2.9	i	-10%	-0.8%	13%	-11%	26%	-1%
CCCC(=O)CN1C(=O)C2(OCCO2)c2ccccc21	0%	-2.2	i	-4%	0.1%	4%	-3%	0%	14%
CC(C)(C)c1ccc(S(=O)(=O)N2CCCC2C(=O)NC2=NCCS2)cc1 (configuration not stated)	-2%	-4.2	i	-8%	-0.5%	2%	-7%	0%	-5%
CCO[C@@H]1OC(C(N)=O)=C[C@H](c2ccccc2)[C@H]1CCCO	.	-0.2	i	0%	-0.3%	2%	-1%	-4%	-1%
CCOC(=O)/C(=C\c1ccccc1)C(=O)c1cc(C(C)=O)c(Nc2ccccc2)s1	-2%	2.1	i	?	?	1%	?	-9%	-6%
Cn1nc(C(=O)NC(C)(C)C)c2ccccc21	0%	-1.5	i	-8%	-0.2%	4%	5%	-21%	-2%
CCOC(=O)CSc1nnc(-c2ccccc2NC(=O)c2ccccc2)o1	2%	2.7	i	12%	0.6%	-3%	0%	0%	6%
O=C(NCC12CC3CC(CC(C3)C1)C2)c1cc2nc(-c3ccc(Cl)cc3)cc(C(F)(F)F)n2n1	.	.	.	4%	0.6%	.	-3%	10%	.
O=C(CSc1ccc(-c2cccs2)nn1)c1cccs1	-8%	-3.4	i	?	?	8%	1%	-6%	-5%
COC(=O)C1CCN(C(=O)Cc2ccc(C)cc2)CC1	0%	-2.1	i	13%	-0.8%	-1%	-1%	-2%	9%
CCc1nc2ccc(C(=O)NCc3cccs3)cn2c1N(C)Cc1nccs1	.	-1.3	i	.	3.5%	9%	.	-4%	-11%
CC(C)N1CCc2c(sc(NC(=O)c3ccc(S(=O)(=O)N4CCc5ccccc54)cc3)c2C(N)=O)C1	1%	-1.1	i	?	-5.6%	-27%	?	?	45µM*
COc1ccc(C2=Nc3ccc(C)cc3NC(c3ccc(Cl)cc3)=N2)cc1	.	.	.	16%	-1.2%	.	-2%	3%	.
COc1ccc2oc(-c3ccccc3[N+](=O)[O-])cc(=O)c2c1	-2%	1.5	i	?	3.9%	-8%	-5%	-17%	-7%
O=C(NCc1ccccc1)C(=O)NCC(c1cccnc1)N1CCN(c2ccccc2)CC1 (configuration not stated)	.	.	.	14%	3.2%	.	12%	?	.
CC(NC(=O)CSC(=S)N1CCCC1)c1ccc(S(N)(=O)=O)cc1 (configuration not stated)	0%	1.2	i	11%	0.2%	7%	0%	-2%	14%
COc1cccc(NC(=O)CN2C(=O)NC3(CCCCCC3)C2=O)c1	-1%	-2.6	i	-7%	-0.3%	-3%	4%	-1%	-19%
Nc1nc2ccccc2n1/N=C/c1ccc([N+](=O)[O-])s1	4%	-0.9	i	15µM*	5.8%	-1%	?	?	0%
O=C(O)c1ccc(N2N=C(c3ccccc3)CC2c2ccccc2)cc1 (configuration not stated)	-10%	-2.0	i	13%	2.0%	6%	?	8%	-11%
CC(=O)C1CCC2C3CC(O)C4=CC(=O)CCC4(C)C3C(=O)CC12C (configuration not stated)	.	-2.6	i	-19%	-0.1%	4%	1%	0%	1%
Cc1cccc(NC(=O)CSCC(=O)N(C)CCOc2ccc(Cl)cc2)c1	0%	2.7	i	?	-0.6%	9%	-12%	-16%	-7%
CC(=O)c1ccc(NC(=O)CSc2nnc(C3CC3)n2C)cc1	1%	-0.3	i	9%	0.6%	7%	-1%	-12%	19%

(further entries)
structure	Mm-Cpn inhibitor	CCT modulator	Akt phos inh	Nrf2 inh	Nrf2 ARE act	EPAC2 ag	A549 tox	TGFb SMAD3 inh	EPAC2 antag
CC(C)(C)n1nc(-c2ccc(F)cc2)c2c(N)ncnc21	0%	1.2	.	19%	-1.7%	0%[15.6 µM]	-5%	?	-17%
N#CCCN(C(=S)NC(=O)c1cccs1)c1ccccc1F	-1%	2.6	i	14%	2.7%	2%	2%	-14%	3%
CC(C)c1ccccc1OCCCCN1CCCCC1	.	0.3	i	?	0.2%	4%	-25%	-3%	3%
O=C(Nc1cccc(NC(=O)c2cccs2)c1)c1ccc(Br)cc1	0%	1.6	i	?	8.5%	4%	-8%	-19%	4%
COc1ccccc1NC(=O)CSc1n[nH]c(-c2ccccn2)n1	3%	-3.4	i	?	-1.1%	0%	-7%	8%	-10%

Part of the list above, as labelled records:
> N#CCCN(C(=S)NC(=O)c1cccs1)c1ccccc1F
  Mm-Cpn inhibitor: -1%; CCT modulator: 2.6; Akt phos inh: i; Nrf2 inh: 14%; Nrf2 ARE act: 2.7%; EPAC2 ag: 2%; A549 tox: 2%; TGFb SMAD3 inh: -14%; EPAC2 antag: 3%

> CC(C)c1ccccc1OCCCCN1CCCCC1
  Mm-Cpn inhibitor: .; CCT modulator: 0.3; Akt phos inh: i; Nrf2 inh: ?; Nrf2 ARE act: 0.2%; EPAC2 ag: 4%; A549 tox: -25%; TGFb SMAD3 inh: -3%; EPAC2 antag: 3%

> O=C(Nc1cccc(NC(=O)c2cccs2)c1)c1ccc(Br)cc1
  Mm-Cpn inhibitor: 0%; CCT modulator: 1.6; Akt phos inh: i; Nrf2 inh: ?; Nrf2 ARE act: 8.5%; EPAC2 ag: 4%; A549 tox: -8%; TGFb SMAD3 inh: -19%; EPAC2 antag: 4%

> COc1ccccc1NC(=O)CSc1n[nH]c(-c2ccccn2)n1
  Mm-Cpn inhibitor: 3%; CCT modulator: -3.4; Akt phos inh: i; Nrf2 inh: ?; Nrf2 ARE act: -1.1%; EPAC2 ag: 0%; A549 tox: -7%; TGFb SMAD3 inh: 8%; EPAC2 antag: -10%

Some of the compounds tested. The share of hits here may be higher or lower than overall.
